Giardia kill: Giardia lamblia killing. Giardia lamblia trophozoite viability. activity change, % at 7.66 µM, hits read low. actives 0.15% (n = 340,000); in the data active = activity change below about -80%; inconclusive = between about -30% and that limit;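 also: parasites exposed to compound for two days anaerobically before the ATP read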
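Luminescent ATP signal served as the viability read-out, measured 15-30 min after adding ATP detection reagent to trophozoites that had been incubated with compounds for 48 hrs at 37 deg C anaerobically at 100 cells/well.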
KCNH2 3.1 block: KCNH2 3.1 (human) potassium channel inhibition; U2OS KCNH2 3.1, thallium flux FluxOr; stronger effect = lower value; activity change, % (tested at about 1.8 µM); actives 0.95% (n = 340,000);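 active = maximum activity change below -70%; inconclusive = maximum activity change from -70% to -50%; inactive = maximum activity change above -50%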;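 also: thallium influx rate constant from kinetic fluorescence after stimulation buffer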
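Kinetic fluorescence (2 min after stimulation buffer) measures Tl+ influx through KCNH2 3.1 expressed by viral transduction in U2OS cells; the rate constant is normalized against DMSO controls serving as positive and negative references.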
hERG WT inh: inhibitors of human wildtype KCNH2 potassium channel | Q12809 | U2OS, BacMam KCNH2, thallium flux FluxOr; stronger effect = lower value | activity change, % at 1.84 µM | actives 0.37% (n = 340,000);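 active = maximum activity change below -70%; inconclusive = maximum activity change between -70% and -50%; inactive = maximum activity change above -50%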
Target sequence (Q12809 whole entry, looked up): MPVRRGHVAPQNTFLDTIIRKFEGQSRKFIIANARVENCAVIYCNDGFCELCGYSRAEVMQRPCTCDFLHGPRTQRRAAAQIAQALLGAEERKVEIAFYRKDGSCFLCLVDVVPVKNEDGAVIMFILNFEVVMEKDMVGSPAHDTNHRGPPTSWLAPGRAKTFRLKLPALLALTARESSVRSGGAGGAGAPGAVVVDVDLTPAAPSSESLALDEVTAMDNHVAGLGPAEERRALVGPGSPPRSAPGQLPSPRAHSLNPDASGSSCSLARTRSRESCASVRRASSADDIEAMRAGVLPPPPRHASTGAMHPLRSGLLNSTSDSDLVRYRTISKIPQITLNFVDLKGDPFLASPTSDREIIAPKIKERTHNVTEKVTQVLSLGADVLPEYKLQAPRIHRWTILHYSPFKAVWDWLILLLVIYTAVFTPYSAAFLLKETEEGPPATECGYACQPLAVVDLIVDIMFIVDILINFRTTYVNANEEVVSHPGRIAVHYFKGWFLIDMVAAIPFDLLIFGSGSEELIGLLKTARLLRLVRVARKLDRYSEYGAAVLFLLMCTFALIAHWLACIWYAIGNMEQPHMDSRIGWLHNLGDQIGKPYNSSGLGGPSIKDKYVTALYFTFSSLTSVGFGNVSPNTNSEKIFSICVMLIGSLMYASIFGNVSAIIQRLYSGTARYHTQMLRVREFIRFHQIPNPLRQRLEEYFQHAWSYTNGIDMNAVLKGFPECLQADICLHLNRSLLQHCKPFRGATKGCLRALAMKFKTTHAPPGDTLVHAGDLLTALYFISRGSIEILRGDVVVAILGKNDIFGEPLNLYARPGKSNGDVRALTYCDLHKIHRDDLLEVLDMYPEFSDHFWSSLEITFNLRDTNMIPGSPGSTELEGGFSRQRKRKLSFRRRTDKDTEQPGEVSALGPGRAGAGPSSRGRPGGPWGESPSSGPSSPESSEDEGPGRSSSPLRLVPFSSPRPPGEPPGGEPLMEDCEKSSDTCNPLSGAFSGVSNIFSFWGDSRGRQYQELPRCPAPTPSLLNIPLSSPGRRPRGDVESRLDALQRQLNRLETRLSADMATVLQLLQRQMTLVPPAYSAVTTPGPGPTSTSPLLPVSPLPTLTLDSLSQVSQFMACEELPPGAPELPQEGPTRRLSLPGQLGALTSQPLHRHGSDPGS
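U2OS cells were transduced with wild-type KCNH2 virus (2.03 x 10^8 / mL) for 4 h at room temperature, then cultured overnight at 37 C. Thallium flux was read with FluxOr dye. Rate constants were normalized to DMSO controls.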
* marks the source's active call; other numbers are inactive results; ? = inconclusive; [ ] = remark or other dose. % is scaled to controls: 0 for no effect and ±100 for the full control effect. Not all compounds are listed, so the mix of outcomes need not match the whole.

SMILES	Giardia kill	KCNH2 3.1 block	hERG WT inh
Cc1ccc(Cn2c(C3CCCN3c3nc(-c4ccc(F)cc4)cs3)nc3cc(Cl)c(Cl)cc32)cc1 (stereo not drawn)	1	1	-4
CN(Cc1ccccc1)S(=O)(=O)c1ccc(Cl)c(C(=O)NCCCN2CCCC2=O)c1	15	-4	4
Cn1c(OCc2ccc3c(c2)OCO3)nc2c1c(=O)n(Cc1cccc(Cl)c1)c(=O)n2C	2	-3	12
Oc1cccc2oc(=S)[nH]c12	-7	7	4
COc1ccc(C(CNC(=O)c2ccc(S(=O)(=O)Nc3cccc(C)c3C)cc2)N2CCOCC2)cc1 (stereo not drawn)	-5	8	4
CC(O)(c1ccccc1)C(C(c1ccccc1)N1CCOCC1)N1CCOCC1 (stereo not drawn)	-2	-4	-1
Cc1ccc(CNC(=O)C2CCN(c3nc(C)cc(C)n3)CC2)cc1	-14	3	-2
CCOC(=O)c1c(-c2ccccc2)csc1NC(=O)/C(C#N)=C\c1ccc(O)c(OC)c1	-18	16	0
O=C(C1CC(=O)N(c2ccc3c(c2)OCCO3)C1)N1CCN(S(=O)(=O)c2cccc(F)c2)CC1 (stereo not drawn)	-3	-11	2
CC(C)(C)OC(=O)N1CCCC(C(=O)Nc2cccc(C(=O)N3CCOCC3)c2)C1 (stereo not drawn)	-5	30	-5
C[C@H]1Oc2ccccc2C(=O)C1C(=O)c1ccccc1 (stereo partly drawn)	2	-23	-7
COc1ccc(CCNC(=O)c2ccc(NC(=O)CC3SC(N4CCCC4)=NC3=O)cc2)cc1OC (stereo not drawn)	0	-4	2
C=CCNC(=O)C1CC1(c1cccc(C)c1)c1cccc(C)c1 (stereo not drawn)	22	-10	-2
COc1ccccc1-c1cccc([C@@H]2C[C@H]3[C@H](CON3C)CN2S(=O)(=O)c2ccccc2C)c1	10	-11	-3
CN(C(=O)c1cccc(NC(=O)Cc2ccc(NC(=O)C3CCN(C(=O)CCc4ccccc4)CC3)cc2)c1)C1CCC1	0	0	-1
CN(Cc1ccccc1)C(=O)c1cccc(NC(=O)Cc2cccc(NC(=O)C3CCN(C(=O)c4ccccc4)CC3)c2)c1	-11	-4	0
CCC(=NOCc1ccccc1)C(=O)NNS(=O)(=O)c1ccc(C)cc1	-4	-11	-1
CCOC(=O)C1=C(COC(=O)c2ccc(Cl)c(S(=O)(=O)N3CCOCC3)c2)NC(=O)NC1C (stereo not drawn)	25	3	-7
Cc1cccc2c1Sc1ccc(Cl)cc1CC2N1CCNCC1 (stereo not drawn)	20	-11	-2
Cc1cc(Cc2cc(C)c(O)c(CO)c2)cc(CO)c1O	-2	15	-6
CC(=O)c1ccccc1OCCCOc1cccc2cccnc12	20	-3	-4
CN(C)c1ccc(C(=O)C(O)c2ccccc2Cl)cc1 (stereo not drawn)	0	14	2
S=c1cn[nH]c2ccccc12	16	15	0
CC(=O)OC(C=C(C)C)C/C(C)=C/COc1c2ccoc2cc2oc(=O)ccc12 (stereo not drawn)	-17	18	2
COC(=O)C1=C(C(=O)OC)[N+]2=C3N(C(=O)NC2(C)C)[C@H](CO)C[C@@]32c3ccccc3N(Cc3ccccc3)[C@@H]12	19	9	6
CC1(C)S[C@@H]2[C@H](NC(=O)COc3ccccc3)C(=O)N2C1C(=O)OCc1ccccc1 (stereo partly drawn)	14	-11	19
O=[N+]([O-])c1ccc(CS(=O)Cc2ccccc2)cc1 (stereo not drawn)	10	2	-38
O=C(Nc1ccccc1)C1CCOC1=O (stereo not drawn)	21	19	13
O=C(Cc1ccc(S(=O)(=O)N2CCOCC2)s1)N1CCN(S(=O)(=O)c2ccccc2[N+](=O)[O-])CC1	22	9	0
COC(=O)c1ccc(NC(=O)CSc2nnc(-c3ccccc3Br)n2-c2ccccc2)cc1	3	-2	-5
CCOC(=O)C1CCCN(C(=O)C2CCN(S(=O)(=O)c3ccc(Cl)c(C(F)(F)F)c3)CC2)C1 (stereo not drawn)	-14	3	-5
Cc1cc(C)cc(NS(=O)(=O)CCCS(=O)(=O)Nc2cc(C)cc(C)c2)c1	-4	-7	-1
Nc1ccc2[nH]c(=S)sc2c1	-6	-11	-6
CCOC(=O)c1cc(-c2ccccc2)nc2c(O)cccc12	-5	9	-35
CN(C(=O)c1cccc(NC(=O)Cc2ccc(NC(=O)C3CCCN(C(=O)C4CCCCC4)C3)cc2)c1)C1CC1 (stereo not drawn)	11	-6	-1
O=C(NC1(C(F)(F)F)C(=O)Nc2c1c(=O)[nH]c(=O)n2-c1ccccc1)c1ccncc1 (stereo not drawn)	-5	-9	-1
CN(C(=O)c1cccc(NC(=O)Cc2ccc(NC(=O)C3CCCN(C(=O)C4CC4)C3)cc2)c1)C1CCCCC1 (stereo not drawn)	-20	18	-1
O=C(Nc1ccc(C(=O)N2CCOCC2)cc1)Nc1cccc(C(F)(F)F)c1	7	3	-15
O=[N+]([O-])c1cccc2[nH]ncc12	1	2	5
CC12CCC(C)(O1)C1C(=O)N(c3nccs3)C(=O)C12 (stereo not drawn)	-20	18	-7
Brc1ccccc1CN1CCN(Cc2c[nH]c3ccccc23)CC1	-1	-24	15
Cc1ccc(S(=O)(=O)N2CCN(C(=O)COC(=O)c3ccc(Cl)c(S(N)(=O)=O)c3)CC2)c(C)c1	11	-3	-8
O=c1ccnc(Nc2ccc([N+](=O)[O-])cc2)[nH]1	-9	3	-3
CCOC(=O)C[C@H]1c2cc(F)ccc2S(=O)(=O)N1C1CCCC1	-22	-6	-4
O=C(Nc1ccccc1)c1cn(CCBr)cn1	?	12	9
O=C1C=CC(=O)c2c(O)c(N3CCN(CCO)CC3)c(Cl)c(O)c21	-13	-5	-19
COC(=O)c1ccc(NCc2cc(O)ccc2O)cc1	-10	9	2
CCCCCCCCCCCCN1[C@@H](CC(C)=O)c2cc(F)cc(F)c2S1(=O)=O	7	12	-3
O=C(CN(C1CCCCC1)S(=O)(=O)c1ccc(F)cc1)NCC1CCCO1 (stereo not drawn)	-84*	8	7
CC(=O)Nc1ccc(NC(=O)CSc2nc(=O)n(Cc3cccnc3)c3c2CCC3)cc1	-6	0	-1
CCOC(=O)c1c(NC(=O)CN2CCN(c3cccc(Cl)c3)CC2)sc(C)c1C	-20	36	2
CCOC(=O)c1ccccc1NC(=O)CN1CCC(n2nnc3cc(F)ccc32)CC1	0	-30	5
Cc1cc(C)c(S(=O)(=O)N2CCN(C(=O)c3ccccc3OCc3c(C)noc3C)CC2)c(C)c1	-4	14	-6
Cc1nnc(SCCn2c(N3CCC(C)CC3)nc3c2c(=O)n(C)c(=O)n3C)s1	3	3	14
c1ccc(-c2nnc(Cn3c4ccccc4c4nc5ccccc5nc43)o2)cc1	3	15	6
Cc1cc([N+](=O)[O-])c2ccccc2c1NS(=O)(=O)c1ccccc1	13	27	-3
O=C1CCC[C@@H]2[C@@H](Cc3ccccc3)[C@H](N3CCN(c4ccccc4)CC3)C[C@@H]3CCN1[C@@H]32	16	-1	20
CC(=O)c1ccc(O)c(CC=C(C)C)c1O	-2	1	-1
Cc1nc2[nH]c(=S)[nH]c2c(=O)[nH]1	-9	19	-11
CCN(C(=O)COC(=O)CNC(=O)c1ccc2ccccc2c1)c1c(N)n(Cc2ccccc2)c(=O)[nH]c1=O	-7	11	-31
The results go on.
SMILES	Giardia kill	KCNH2 3.1 block	hERG WT inh
COc1ccccc1N1CCN(C2CCCN(C(=O)c3ccsc3)C2)CC1 (stereo not drawn)	7	-10	-5
CC/C(=C(/c1ccccc1)c1ccc(OCC[N+](C)(C)C)cc1)c1ccccc1	8	-7	-2
O=C(Cn1cc(COc2c(Br)cc(F)cc2Br)nn1)c1ccc(O)cc1	4	-28	4
O=C(/C=C/c1ccccc1)Nc1cccc(C(=O)NCCCc2ccccc2)c1	-2	13	-4
CC(=O)NC(Cc1c[nH]c2ccccc12)C(=O)OCC(=O)N1CCN(S(=O)(=O)c2ccc(Cl)cc2)CC1 (stereo not drawn)	-23	-7	-2
c1ccc2c(c1)ccc1nnnn12	-12	4	-2
C=CCNc1nc(-c2ccc3c(c2)OCCO3)cs1	-5	-16	-7
COc1cc2c(c(OC)c1OC)-c1ccc(SC)c(=O)cc1C(NC=O)CC2 (stereo not drawn)	3	0	-6
CN(CCc1ccccc1)C(=O)c1ccc(NC(=O)Cc2cccc(NC(=O)C3CCN(C(=O)C4CCCCC4)CC3)c2)cc1	0	5	0
COC(=O)C1=C(C)N(CCCC(=O)O)C(=O)NC1c1cccc(Cl)c1Cl (stereo not drawn)	10	-7	-27
CC1=CC2=NC(=O)C(c3ccccc3)C(=O)N2C=C1 (stereo not drawn)	-14	26	4
Cc1ccc(C2/C(=C(\O)c3c(C)nc4c(C)cccn34)C(=O)C(=O)N2CCN(C)C)o1 (stereo not drawn)	1	-4	17
O=[N+]([O-])c1ccc(COc2ccccc2CN2CCOCC2)cc1	-7	-3	3
O=C1CSC(=S)N1Nc1ccccc1	4	2	3
CCN(CC(=O)Nc1ccc2c(c1)OCCO2)C(=O)C(C)Oc1ccc(F)cc1 (stereo not drawn)	25	61	-4
COc1cc(C2c3cc4c(cc3OC(N3CCOCC3)C2C)OCO4)cc(OC)c1OC(C)=O (stereo not drawn)	-4	-4	19
O=C(CC1Sc2ccccc2NC1=O)NNc1ccc(F)cc1 (stereo not drawn)	7	-11	-2
CC(=O)Oc1ccc(C23c4ccccc4C2(OC(C)=O)c2cc(OC(C)=O)ccc23)cc1 (stereo not drawn)	13	8	-1
Cc1ccc(S(=O)(=O)N2CCOCC2)cc1NC(=O)COC(=O)c1cccc(Cl)c1Cl	-9	16	-1
C=CCOc1ccccc1/C=c1\sc2nc(-c3oc4ccccc4c3C)nn2c1=O	2	7	1
O=C(NCCN1CCOCC1)c1cccc(Br)c1	12	-2	-8
O=C(OCc1ccccc1Cl)c1cc([N+](=O)[O-])ccc1N1CCOCC1	14	-23	-9
CC(C)C1(C2CCCC2)NC(=O)NC1=O (stereo not drawn)	0	-8	21
Cc1ccc(NCc2nnc(SCC(=O)N3CCCCC3)n2CC2CCCO2)c(C)c1 (stereo not drawn)	-11	-3	2
CCOC(=O)Cc1csc(NC(=O)c2c(C)noc2C)n1	25	-10	-5
CC(=O)Nc1cc(F)c2c(c1F)Cc1cc(F)ccc1-2	-13	-6	5
CC1(C)CCC[C@]2(C)C(CS(=O)c3ccccc3)=C(C=O)CC[C@@H]12 (stereo partly drawn)	-20	-7	-2
O=C(NCCc1nc(-c2ccccc2Cl)no1)C1CCCCC1	7	-1	3
CN(c1ccccc1)S(=O)(=O)c1ccc(NC(=O)c2ccccc2C(=O)O)cc1	-8	17	-3
O=C(N=Nc1c(O)[nH]c2ccccc12)Nc1ccccc1	11	0	5
Cc1ccc(NS(=O)(=O)c2ccc(NC(=O)c3ccccc3C(=O)O)cc2)c(C)c1	-12	-24	-12
COc1ccccc1CNC(=O)COC(=O)C1CCN(S(=O)(=O)c2c(Cl)cccc2Cl)CC1	15	-6	-10
O=C1NC(=O)C(Cc2ccc(O)cc2)N1 (stereo not drawn)	3	-6	5
COc1ccc(Br)cc1C(=O)Nc1cccc(-c2nnc(-c3ccco3)o2)c1	1	-8	9
C#CCSc1nnc(-c2cccc3ccccc23)o1	-4	-6	-9
CCCCN1C(N)=NC[C@@H]1CC1CCCCC1	13	-4	-8
CCC(C)Sc1nnc(NC(=O)c2ccco2)s1 (stereo not drawn)	1	11	-1
O=C(NN=Cc1ccc2c(c1)OCO2)NN=Cc1ccc2c(c1)OCO2	0	12	0
CC(=O)Nc1n[nH]c(=S)s1	72[activator]	-8	0
O=C1C(O)CCN1C1CCCCC1 (stereo not drawn)	4	3	3

Of the compounds above, 13 have fluorine:
SMILES	Giardia kill	KCNH2 3.1 block	hERG WT inh
Cc1ccc(Cn2c(C3CCCN3c3nc(-c4ccc(F)cc4)cs3)nc3cc(Cl)c(Cl)cc32)cc1 (stereo not drawn)	1	1	-4
O=C(C1CC(=O)N(c2ccc3c(c2)OCCO3)C1)N1CCN(S(=O)(=O)c2cccc(F)c2)CC1 (stereo not drawn)	-3	-11	2
CCOC(=O)C1CCCN(C(=O)C2CCN(S(=O)(=O)c3ccc(Cl)c(C(F)(F)F)c3)CC2)C1 (stereo not drawn)	-14	3	-5
O=C(NC1(C(F)(F)F)C(=O)Nc2c1c(=O)[nH]c(=O)n2-c1ccccc1)c1ccncc1 (stereo not drawn)	-5	-9	-1
O=C(Nc1ccc(C(=O)N2CCOCC2)cc1)Nc1cccc(C(F)(F)F)c1	7	3	-15
CCOC(=O)C[C@H]1c2cc(F)ccc2S(=O)(=O)N1C1CCCC1	-22	-6	-4
CCCCCCCCCCCCN1[C@@H](CC(C)=O)c2cc(F)cc(F)c2S1(=O)=O	7	12	-3
O=C(CN(C1CCCCC1)S(=O)(=O)c1ccc(F)cc1)NCC1CCCO1 (stereo not drawn)	-84*	8	7
CCOC(=O)c1ccccc1NC(=O)CN1CCC(n2nnc3cc(F)ccc32)CC1	0	-30	5
O=C(Cn1cc(COc2c(Br)cc(F)cc2Br)nn1)c1ccc(O)cc1	4	-28	4
CCN(CC(=O)Nc1ccc2c(c1)OCCO2)C(=O)C(C)Oc1ccc(F)cc1 (stereo not drawn)	25	61	-4
O=C(CC1Sc2ccccc2NC1=O)NNc1ccc(F)cc1 (stereo not drawn)	7	-11	-2
CC(=O)Nc1cc(F)c2c(c1F)Cc1cc(F)ccc1-2	-13	-6	5

Bioassay records deposited in PubChem by National Center for Advancing Translational Sciences (NCATS).
